Salmonella PhoP GFP: inhibitors of PhoP regulon expression, primary screen, Salmonella Typhimurium, GFP reporter (AID 1863). S. Typhimurium PhoP-regulated promoter GFP reporter, 4 h; higher % means a stronger effect. inhibition, % at 50 µM; hits with a dose series show IC50 in µM. hit rate 0.16% among 300,000;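 active = inhibition over 29.93%, a cutoff 3 SD above the screen mean, later confirmed by dose response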;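 also: 0% = low Mg2+ inducing control and 100% = high Mg2+ repressing control; strong numbers were not always called active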
Myeloid diff 2: compounds promoting myeloid differentiation. ER-HoxA9 myeloid progenitors, lysozyme-GFP differentiation, flow cytometry. hit rate 1% among 360,000. calls only at 10 µM. AID 624256;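 active = normalized GFP-positive differentiation at or above the plate's own cutoff, the solvent-only control mean plus 3 SD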;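 also: cells exposed to compound for four days before flow analysis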
Large T inhibition: SV40 large T antigen inhibitors, biochemical (AID 1903). SV40 large T antigen ATPase/helicase inhibition assay; higher % means a stronger effect. inhibition, % at 20 µM, or IC50 in µM where a hit was titrated. hit rate 0.39% among 310,000; in the data active = a potency from the dose series; also: strong numbers were not always called active
T cell HTS: T cell immune modulators affecting CD8 T cell-vesicle binding | 2C CD8+ T cell-vesicle binding, flow cytometry; hits give low values | hit rate 0.068% among 330,000 | calls only at 7 µM;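 active = response, share of CD8 T cells binding vesicles, and their 90th percentile fluorescence all below set limits, cut at about 80% in these data, passing the limit was not always enough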
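Material: murine 2C transgenic CD8+ T lymphocytes / Also added: QL9-peptide-loaded Drosophila micro-vesicles bearing Ld, ICAM-1 and B7-1 / Schedule: binding step 1.5 h, 37 °C, antibody labelling 20 min, ice / Signal: flow cytometry, PE anti-B7-1 (FL2) versus Alexa647 anti-CD8 (FL8), PFA-fixed / Evaluation: percent CD8+ FL2 mean versus row control / Benchmarks: naked versus QL9-loaded vesicles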
RSV CPE inhibition: RSV antiviral activity via CPE protection, HEp-2 cells, primary 10 µM value included (AID 2391); HEp-2 cells, RSV-induced CPE inhibition; higher % means a stronger effect; hit rate 0.13% among 310,000; CPE inhibition, % at 10 µM; hits with a dose series show IC50 in µM; in the data active = a potency from the dose series; also: strong numbers were not always called active
K1F lysis inhibition: protection from phage-mediated lysis, alamar blue read-out – E. coli UTI89, K1F phage, bacterial capsule biogenesis inhibitors (AID 488966); one-dose inhibition, % at 100 µM; IC50 in µM for titrated hits; E. coli UTI89 K1F phage lysis, alamar blue, 2 h; higher % means a stronger effect; hit rate 0.02% among 340,000;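 active = phage lysis inhibition, versus mean bacterial control, above a set limit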;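 also: capsule biogenesis inhibitors block K1F phage lysis so surviving cells raise fluorescence; higher fluorescence means more inhibition of phage lysis; actives were called in the ten point dose series up to 300 µM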
NTR1 ag: NTR1-driven beta-arrestin-GFP spot formation – imaging, U2OS cells, high content, primary screen (AID 493036); agonist mode; hit rate 0.17% among 330,000; activation, % at 20 µM; P30989;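 active = activation at or above 40% of the spot to cytoplasm intensity ratio, with at least 20 cells analyzed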;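 also: 0% = DMSO without peptide and 100% = 100 nM NTR1 peptide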
Target sequence (P30989 whole entry, looked up): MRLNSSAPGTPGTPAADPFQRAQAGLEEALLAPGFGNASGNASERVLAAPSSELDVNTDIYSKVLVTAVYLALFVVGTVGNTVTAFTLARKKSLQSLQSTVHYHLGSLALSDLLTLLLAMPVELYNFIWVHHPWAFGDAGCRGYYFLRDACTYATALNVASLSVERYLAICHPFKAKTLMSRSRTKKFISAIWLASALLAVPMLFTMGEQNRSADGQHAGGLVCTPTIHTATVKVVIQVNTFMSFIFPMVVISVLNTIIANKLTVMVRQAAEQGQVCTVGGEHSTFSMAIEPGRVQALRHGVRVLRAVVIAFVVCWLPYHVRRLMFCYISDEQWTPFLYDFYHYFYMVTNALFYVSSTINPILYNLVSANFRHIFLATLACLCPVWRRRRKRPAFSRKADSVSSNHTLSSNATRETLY
Rac1 GTP hydrolysis: MgcRacGAP GTPase-activating activity inhibitors, confirmation, biochemical, ADP Hunter fluorescence | MgcRacGAP-stimulated Rac1 GTP hydrolysis, ADP Hunter fluorescence; higher % means a stronger effect; GST-tagged Rac1 F28L mutant substrate | inhibition, % at 30 µM, or IC50 in µM where a hit was titrated | hit rate 0.6% among 340,000;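 active = first-screen hits whose inhibition reached a set limit at any dose in the follow-up dose series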;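 also: fluorescence reports GDP produced by GAP-driven GTP hydrolysis; strong numbers were not always called active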
TNAP activators: human TNAP enzyme activators, primary screen, biochemical, luminescent, no phosphate acceptor, uHTS (AID 1001). purified TNAP, luminescent activation assay, no phosphate acceptor; higher activation fold means a stronger effect. activation fold at 20 µM; hits with a dose series show EC50 in µM. hit rate 0.03% among 200,000; in the data active = activation fold from about 3, or a potency from the dose series; inactive = the rest, 99 in 100 with activation fold below about 1.6; also: many of its hits are not listed in these tables
T cell HTS vesicle-bound %: also measured in T cell HTS; calls as there; double positive events, %; measured here: CD8+ vesicle-bound cell fraction;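 binding gate set so that unloaded-vesicle control wells show 10% double positive cells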
NTR1 ag cell count 20 µM: recorded beside NTR1 ag, whose call it bears; cell count; measured here: cell count, cytotoxicity flag
Myeloid diff 2 GFP+ MAC1+ %: recorded beside Myeloid diff 2, whose call it bears; GFP+ MAC1+ double positive, %; measured here: differentiation confirmed by MAC1 staining
Active calls of the source: *; i = inactive; x = not tested or not shown; [ ] = remark or other dose.

SMILES	Salmonella PhoP GFP	Myeloid diff 2	Myeloid diff 2 GFP+ MAC1+ %	Large T inhibition	T cell HTS	T cell HTS vesicle-bound %	RSV CPE inhibition	K1F lysis inhibition	NTR1 ag	NTR1 ag cell count 20 µM	Rac1 GTP hydrolysis	TNAP activators
Cc1cccc(NC(=S)N/N=C/c2cccn2Cc2ccc(F)cc2)c1	-3.4%	i	0.7	9.4%	i	50.3	2.8%	0.1%	14.2	54	15.8%	1.1
COc1cc(C(=O)N2C[C@H]3CC[C@H]2C3)ccc1OC1CCN(C(C)=O)CC1	-7.3%	i	0.6	25.0%	i	30.0	0.3%	0.7%[50 µM]	0.4	65	5.8%	x
O=C(NCCCN1CCOCC1)c1ccc(CNS(=O)(=O)c2ccc(Br)cc2)cc1	-13.0%	i	1.0	-3.7%	i	44.7	-0.4%	0.3%[50 µM]	0.8	67	0.8%	1.1
Cc1cc(O)c(C(=O)/C=C/c2ccccc2O)c(=O)o1	-7.7%	i	0.9	25.9%	i	11.6	4.5%	0.2%[50 µM]	0.3	65	8.6%	x
COc1ccc2oc(C(=O)N3CCN(S(=O)(=O)c4ccc(F)cc4)CC3)c(C)c2c1	x	i	1.4	x	i	22.1	x	3.0%	0.0	51	0.8%	x
CC(C)(C)NC(=O)C(c1ccccc1)N(Cc1ccco1)C(=O)c1csnn1 (centres undefined)	1.2%	i	0.9	10.0%	i	11.8	2.5%	0.2%	-1.0	74	6.0%	1.2
N#CCc1ccc(OC(=O)Nc2ccccc2)cc1	1.8%	i	1.3	14.0%	i	8.6	4.4%	0.1%	-1.1	89	16.3%	x
O=C(Nc1ccc2c(c1)OCCO2)C1CCN(c2cnccn2)CC1	-4.7%	i	1.0	1.0%	i	14.6	0.8%	0.1%	-2.4	62	8.7%	1.1
O=S(=O)(NCc1ccccc1)c1ccc(S(=O)(=O)NCC2CCCO2)cc1 (centres undefined)	-6.1%	i	0.2	3.0%	i	34.7	0.9%	-1.2%	0.0	45	-0.6%	1.1
CCOc1cc2nc(-c3ccc(OC)c(OC)c3)nc(N3CCOCC3)c2cc1OC	9.2%	x	x	12.1%	i	19.5	18.2%	x	0.4	64	x	1
CCOC(=O)c1c(C)c(C(=O)N2CCN(c3ccccc3)CC2)c(C)n1C	-4.3%	i	0.1	12.4%	i	55.3	1.8%	1.4%	1.0	99	6.2%	1.1
Brc1ccc(-c2nnc(SCCC3OCCCO3)o2)cc1	-2.7%	i	0.3	9.4%	i	29.3	14.4%	0.1%	0.3	93	6.1%	1.1
COc1ccc(/C=N/NC(=O)c2cccc(C(=O)N/N=C/c3ccc(OC)c(OC)c3)n2)cc1OC	x	i	0.0	x	x	x	x	0.2%	0.1	126	5.5%	x
c1ccc(OCc2nn3c(-c4ccccn4)nnc3s2)cc1	7.3%	i	0.5	3.6%	i	24.4	0.4%	0.7%	1.9	69	10.7%	1
COc1ccc(-c2cc(CCCC(=O)NCc3ccccn3)no2)cc1	4.2%	i	0.7	11.9%	i	0.0	1.4%	-0.8%	0.7	82	5.8%	1.1
CCc1ccc(CNc2ccc(N3CCN(C(C)=O)CC3)cc2)cc1	-0.8%	i	1.3	9.5%	i	23.5	3.9%	3.0%	-0.7	74	9.44µM*	1.1
COc1ccc(-c2sc3ccccc3c2/C=C/c2ccncc2)cc1	x	i	1.2	x	i	15.4	x	1.0%	9.6	38	-4.2%	x
COc1ccc(S(=O)(=O)N2CCCCC2)cc1NC(=O)CSc1nccn1C	-0.7%	i	0.4	9.2%	i	14.8	5.8%	-0.3%	1.0	42	9.7%	1.1
COc1cc2c(cc1OC)CN(C(=O)C1CCCN(C(=O)c3ccc(Cl)cc3)C1)CC2 (centres undefined)	x	i	0.9	x	i	22.3	1.2%	0.5%[50 µM]	0.7	67	6.0%	x
Cc1ccccc1Nc1ncnc(N)n1	8.0%	i	0.6	11.8%	i	29.3	-0.6%	-0.2%	0.9	69	-7.8%	1
CC(=O)C1=C(C)OC(N)=C(C#N)C1c1cccc([N+](=O)[O-])c1 (centres undefined)	-4.7%	i	0.1	-5.5%	i	12.6	0.4%	-1.0%	1.1	51	5.0%	1
Cc1ccc(NC(=O)c2ccc(C#CC3(O)CCCCC3)cc2)cc1C	9.3%	i	0.6	2.8%	i	29.9	2.0%	5.4%	5.1	47	-2.4%	1.1
CCC(=O)NC(c1ccccc1)c1nc2ccccc2[nH]1 (centres undefined)	-0.3%	i	1.5	0.2%	i	43.8	1.9%	0.3%	0.4	96	7.6%	1.1
Cc1ccc(NC(=O)CSCC(=O)N(C)CC(=O)Nc2ccccc2C(F)(F)F)cc1	x	i	0.4	x	x	x	x	2.0%[50 µM]	1.1	66	2.2%	x
Cn1c(=O)oc2cc(S(=O)(=O)NCCC(=O)N3CC=C(c4ccccc4)CC3)ccc21	18.6%	i	0.5	10.2%	i	35.8	0.9%	11.9%	1.6	66	8.0%	1
Cc1oc(-c2ccc(Cl)cc2)nc1CSCC(=O)NCCCN1CCOCC1	-2.2%	i	1.3	12.7%	i	41.9	12.6%	1.6%	-2.2	84	2.2%	1
Cc1ccc(CCc2nnc(SCC(=O)Nc3cc(Cl)ccc3Cl)n2-c2ccccc2)o1	1.8%	i	1.5	-1.1%	i	50.8	12.1%	-0.3%[50 µM]	14.5	63	0.9%	1
COc1ccccc1CC(=O)N1CCCc2cc(C)ccc21	6.2%	i	0.8	-0.5%	i	55.4	0.9%	0.1%	-0.5	55	6.5%	x
COc1cc(NC(=O)CN(C)S(=O)(=O)c2ccc3nc(C)sc3c2)cc(OC)c1	-9.2%	i	0.3	8.8%	i	17.6	0.8%	0.1%	0.8	54	6.2%	1.1
Cc1ccc2oc(C(=O)NCc3ccc(S(N)(=O)=O)cc3)cc(=O)c2c1	-3.8%	i	0.2	6.4%	i	26.9	0.8%	0.0%	0.2	53	6.5%	x
CCOC(=O)c1cnc(SCC(C)C)nc1N	5.5%	i	1.2	-0.7%	i	3.8	0.8%	1.9%	1.5	51	4.9%	1
CC(C)=CCN1CCN(Cc2c[nH]c3ccccc23)CC1CCO (centres undefined)	2.5%	i	0.5	8.3%	i	64.6	1.3%	0.1%	0.2	61	13.9%	x
COc1ccc(CCN2CC(C(=O)NCc3cc(C)on3)CCC2=O)cc1 (centres undefined)	x	i	0.8	x	x	x	x	1.4%	-0.9	73	2.5%	x
COc1cc(NC(=O)n2ncc3cc(Cl)ccc32)cc(OC)c1	-3.5%	i	0.7	7.0%	i	58.6	1.4%	-0.2%	-0.5	88	5.3%	x
C=CCN=C1N[C@@H](c2ccccc2)C(C(=O)OC)=C(C)N1CCOC	0.1%	i	0.5	10.5%	i	24.1	1.4%	0.3%	0.7	90	6.7%	x
CNC(=S)N1CCC(NC(=O)C(Cc2ccc(F)cc2)NC(C)=O)CC1 (centres undefined)	-4.8%	i	0.9	10.1%	i	45.0	-1.0%	1.3%	0.4	47	2.1%	1.1
COc1ccc(N2CCN(C(C)C(=O)N3CCCC3)CC2)cc1 (centres undefined)	7.6%	i	0.3	17.7%	i	30.3	1.7%	0.4%	0.1	51	72.4µM*	1.1
CCOC(=O)c1sc(NC(=O)c2ccc(CC)s2)nc1C	-5.1%	i	0.2	1.5%	i	30.3	-1.7%	0.6%	1.1	104	2.7%	1.1
OCCN(Cc1ccccc1)Cc1cccc(Cl)c1Cl	17.0%	x	x	-3.3%	i	44.0	2.1%	-0.4%	1.4	56	10.0%	1.1
CC(=O)/C(N=Nc1c(C)n(C)n(-c2ccccc2)c1=O)=C(\C)O	-2.1%	i	0.3	2.0%	i	36.7	0.0%	-0.8%	0.6	50	0.7%	0.9
O=C(Cn1cc2c(n1)CCCCC2)NCc1ccccc1	12.5%	i	0.9	9.8%	i	64.8	-0.7%	9.8%	9.4	57	6.9%	1.2
CNC(=O)c1[nH]cnc1C(=O)Nc1ccccc1OC	-0.5%	x	x	1.9%	i	15.7	12.9%	5.0%	2.1	45	2.4%	1
Cc1ccnc(NC2(C(F)(F)F)N=C3SCCN3C2=O)c1 (centres undefined)	-9.2%	i	0.3	9.6%	i	41.8	-0.7%	0.2%	1.1	62	3.9%	1.1
Nc1ccccc1C(=O)N/N=C1/C2CN3CCN(C2)CC1(Cc1ccccc1)C3	6.7%	i	0.5	2.3%	i	55.5	0.8%	1.2%	-2.3	22	3.0%	1.1
O=C(CSc1nc(-c2ccc(F)cc2)cs1)N1CCc2ccccc21	5.5%	i	3.0	6.6%	i	23.0	0.5%	6.7%	7.6	78	-1.8%	1
CC1(c2ccc3c(c2)OCCO3)NC(=O)N(CC(=O)Nc2c(F)cccc2F)C1=O (centres undefined)	x	i	0.2	x	i	15.5	0.4%	0.7%[50 µM]	-1.9	75	1.8%	x
Cc1ccc(C(=O)C(C)OC(=O)Cc2n[nH]c(=O)c3ccccc23)cc1C (centres undefined)	-0.3%	i	0.3	9.9%	i	47.8	2.7%	-0.8%	0.2	59	2.1%	x
O=C(NNS(=O)(=O)c1ccccc1)C1CCCCC1	-0.5%	i	1.0	1.8%	i	22.7	0.3%	0.5%	-0.7	61	2.8%	x
Cc1cccc(C)c1NC(=O)CN(C)C(=O)CN1C(=O)NC2(CCCC2)C1=O	-5.6%	i	0.8	10.6%	i	23.2	-1.4%	1.0%[50 µM]	-0.7	49	0.6%	x
CCNc1nc(Oc2ccc(=O)[nH]n2)nc(N2CCOCC2)n1	3.8%	i	1.6	19.5%	i	40.5	1.8%	0.0%	-0.2	87	4.3%	1.2
Cn1c(=O)c(=O)n(C)c2cc(S(=O)(=O)N3CCCC3C(=O)Nc3ccc(F)cc3)ccc21 (centres undefined)	x	i	0.4	x	i	49.2	-0.1%	4.3%	3.3	46	0.1%	x
Oc1c(Br)cc(/C=N/Nc2nncc3ccccc23)cc1Br	0.6%	x	x	11.6%	i	62.5	4.4%	x	4.3	78	x	x
COc1ccc(NC(=O)CSc2nnc(Cc3ccc(C)cc3)c(=O)n2N)cc1OC	2.1%	i	0.5	0.6%	i	51.6	-2.0%	1.4%[50 µM]	-0.8	47	-1.1%	x
Cc1noc(/C=C/c2ccco2)c1S(=O)(=O)N1CCC(C(=O)NCc2ccco2)CC1	-12.8%	i	0.9	35.9%	i	51.9	-0.8%	0.6%	-0.7	73	7.1%	1

Hits appear at their usual frequency; overall some 2.3% were active at least once.
